# Source: PubChem BioAssay
# RGS4 inh = inhibitors of human RGS4; HEK293 M3R/RGS4 inducible, Fluo-4 calcium flux; stronger effect = higher value; triggered by carbachol at its EC20; B-score at 10 µM; hit rate 0.45% among 310,000; P49798;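 active = B-score, a plate-corrected calcium signal, over three deviations above library mean, with baseline fluorescence within five deviations of library mean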;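 note: RGS4 expression induced by doxycycline in cells with stable M3 receptor; B-score is computed from the integrated fluorescence ratio over baseline after carbachol; higher B-score means a larger calcium signal and so more RGS4 inhibition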
# Target sequence (P49798 whole entry, looked up): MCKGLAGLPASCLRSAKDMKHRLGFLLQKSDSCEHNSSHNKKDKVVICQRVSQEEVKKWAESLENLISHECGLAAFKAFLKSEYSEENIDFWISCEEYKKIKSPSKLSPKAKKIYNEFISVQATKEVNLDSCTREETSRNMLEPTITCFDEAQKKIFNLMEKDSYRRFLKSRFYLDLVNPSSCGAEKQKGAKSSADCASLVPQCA
# hERG rescue = shields human hERG channel from block by proarrhythmic agents | Q12809 | CHO-hERG, FluxOR thallium flux, dofetilide IC70 present | activation (rescue from dofetilide block), less the hit threshold, % at 10 µM | hit rate 0.51% among 310,000 | AID 1511;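 active = activation above the mean of controls blocked by dofetilide plus 5 SD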;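 note: thallium influx through hERG after potassium depolarization seen as dye fluorescence rise; in these data hits start at about 4.7%; inactives centre near -7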
# GSK3B inh = blocks human GSK3beta kinase activity. hit rate 0.038% among 300,000. activity score (negative = inhibition), % at 10 µM. P49841. AID 2097. GST-GSK3beta kinase, ADP-Glo luminescence, 60 min; stronger effect = lower value;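 active = more than half of replicate wells score below -50%, meaning over 50% inhibition versus plate controls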;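 note: 0% = median DMSO wells and -100% = median GW8510 positive control wells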
# Target sequence (P49841 whole entry, looked up): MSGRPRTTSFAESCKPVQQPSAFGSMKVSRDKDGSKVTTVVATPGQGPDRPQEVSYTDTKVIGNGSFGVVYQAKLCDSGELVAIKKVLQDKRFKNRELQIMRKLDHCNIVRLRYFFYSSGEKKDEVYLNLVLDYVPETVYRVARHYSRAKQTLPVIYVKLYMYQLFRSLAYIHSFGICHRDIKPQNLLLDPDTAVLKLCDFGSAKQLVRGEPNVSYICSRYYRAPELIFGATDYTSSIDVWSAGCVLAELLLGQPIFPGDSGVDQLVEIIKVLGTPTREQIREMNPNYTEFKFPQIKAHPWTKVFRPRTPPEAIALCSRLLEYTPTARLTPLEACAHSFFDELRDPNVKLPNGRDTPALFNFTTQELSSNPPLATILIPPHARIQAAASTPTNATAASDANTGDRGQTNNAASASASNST
#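 Assay system: GST-tagged human GSK3beta kinase, cell-free; Input: 1.6 ng GSK3beta; Medium: Tris/MgCl2 kinase buffer; Timing: 60 min enzyme reaction, room temperature; Signal: ADP-Glo luminescence quantifying ADP generated by kinase; Evaluation: score relative to plate controls; Benchmarks: DMSO neutral wells and GW8510 at 20 µM as positive.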
# KCNK9 block = inhibitors of human KCNK9 two-pore domain potassium channel | AID 488922 | HEK293 KCNK9, FluxOR thallium flux fluorescence; stronger effect = lower value | hit rate 1.2% among 310,000 | B-score at 10 µM;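 active = ratio B-score over 3 SD below the library mean, with starting fluorescence within 5 SD of its mean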;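 note: negative B-score means less thallium flux so channel inhibition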
# Target sequence (Q9NPC2 whole entry, looked up, the tested form may be a part): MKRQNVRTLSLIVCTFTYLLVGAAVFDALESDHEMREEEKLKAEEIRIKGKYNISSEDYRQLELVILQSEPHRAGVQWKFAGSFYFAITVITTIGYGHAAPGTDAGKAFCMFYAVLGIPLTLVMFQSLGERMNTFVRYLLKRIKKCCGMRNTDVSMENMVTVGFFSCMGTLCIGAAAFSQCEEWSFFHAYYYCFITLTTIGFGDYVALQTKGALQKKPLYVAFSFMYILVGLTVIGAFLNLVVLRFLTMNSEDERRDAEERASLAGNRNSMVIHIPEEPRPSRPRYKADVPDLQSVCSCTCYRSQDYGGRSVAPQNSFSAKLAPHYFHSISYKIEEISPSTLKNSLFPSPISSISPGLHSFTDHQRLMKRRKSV
# PolyA inh = inhibitors of polyadenylation in S. cerevisiae; S. cerevisiae SKY197-pL101 polyadenylation reporter, beta-gal luminescence; efflux-impaired pdr1/pdr3 knockout yeast; score 100 = 6 SD above DMSO; hit rate 0.02% among 300,000; calls only at 12 µM;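 active = lowest replicate activity score at least 50, where 100 means six control SD above control mean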;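 note: yeast exposed to compound for 9 h at 30 °C; higher score means more reporter readthrough which indicates perturbed polyadenylation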
# KCNQ1 act = potentiates or activates the human KCNQ1 potassium channel; CHO-K1 KCNQ1, thallium flux FluxOR fluorescence; stronger effect = higher value; P51787; AID 2648; B-score at 10 µM; hit rate 0.35% among 310,000;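 active = fluorescence ratio B-score, a plate-corrected score, at least three library SD, with initial intensity B-score within 5 SD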
#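 Schedule – 37 °C overnight plating, 90-min dark dye load, 20-min compound pretreatment · System – stable KCNQ1 CHO-K1 line · Probe or stimulus – thallium- and potassium-containing depolarizing buffer · Measured by – kinetic FluxOR fluorescence, 10 s baseline plus 110 s post-stimulus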
# KCNK3 inh = human KCNK3 channel inhibition, primary screen. O14649. CHO-KCNK3 thallium flux, FluxOR fluorescence; stronger effect = lower value. B-score at 10 µM. hit rate 0.84% among 340,000. AID 602410;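 active = B-score under library mean minus 4 SD, starting fluorescence ratio at most library mean plus 5 SD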;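 note: more negative B-score means stronger inhibition of thallium flux through KCNK3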
# GSK3A inh = blocks human GSK-3 alpha kinase | hit rate 0.1% among 320,000 | ADP-Glo luminescence, 60 min | P49840 | inhibition, % at 10 µM;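 in the data active = inhibition above about 50%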;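 note: GST-tagged GSK-3 alpha with peptide substrate and 25 µM ATP; 0% = DMSO neutral wells and 100% = GW8510 positive control wells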
# DYRK1A inh = Dyrk1A (rat) kinase inhibition; Q63470; ADP-Glo luminescence, NFATc1 peptide; inhibition, % at 12.5 µM; hit rate 0.43% among 310,000; AID 504441; in the data active = inhibition above about 50%;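 note: plate controls were vehicle with enzyme for no effect and no enzyme for full effect; many of its hits are not listed in these tables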
# RGS4 act = RGS4 potentiation or activation | HEK293 M3R/inducible RGS4, carbachol calcium flux Fluo4; stronger effect = lower value | B-score at 10 µM | hit rate 0.92% among 310,000 | AID 463111;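 active = B-score of the integrated calcium signal more than 4 SD below the library mean, with starting fluorescence not abnormally high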;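 note: negative B-score means reduced calcium response which marks RGS4 activation or potentiation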
#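 Also added: carbachol at ECmax as muscarinic agonist stimulus; Assay system: HEK293 cells with stable M3R and inducible RGS4; Timing: overnight RGS4 induction, 30 min dye load 37 °C, 20 min compound RT; Measured by: Fluo4-AM (2 µM) calcium-flux fluorescence, kinetic read.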
# KCNQ1 block = human KCNQ1 channel inhibition. hit rate 1.3% among 310,000. P51787. CHO-K1 KCNQ1, FluxOR thallium flux fluorescence; stronger effect = higher value. B-score at 10 µM;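 active = compounds whose thallium flux B-score, printed positive for inhibition, exceeds three library SD while starting fluorescence stays within three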;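 note: channel opened by potassium depolarization with thallium stimulus after 20 min compound exposure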
# Numbers without * were called inactive; i = inactive; / = no result given.
# Order of results: GSK3B inh	KCNK3 inh	GSK3A inh	DYRK1A inh	RGS4 act	KCNK9 block	RGS4 inh	hERG rescue	KCNQ1 block	PolyA inh	KCNQ1 act
O=C(OCn1ncc(Br)c(Br)c1=O)c1ccc(F)cc1
  5	i	-1	1	i	i	13*	-19	i	i	i
CCCN1CCC(=O)N([C@H](CSc2ccccc2)c2ccccc2)CC1
  0	i	-3	0	i	i	i	-12	i	i	i
COc1ccc(C(=O)CC(Nc2ccc([N+](=O)[O-])cc2)c2ccc(OC)cc2)cc1 (stereo not given)
  0	i	-1	-1	i	i	i	-12	9*	i	i
O=C(CCCOc1ccc(Cl)cc1Cl)NN1CCOCC1
  0	i	0	/	i	i	i	-7	i	i	i
Cc1nc(Cc2nnc(SCC(=O)N(C)c3ccccc3)o2)cs1
  -1	i	-2	-3	i	i	i	-10	i	i	i
Cc1cc(OC(C)C)c2c(-c3ccccc3)cc(=O)oc2c1
  2	i	-1	22	i	i	i	-3	i	i	i
COc1ccc(CCNC2=NCCS2)cc1OC
  1	i	-3	-4	i	i	i	-6	i	i	i
COc1cccc(CN2CC(C(=O)N3CCN(c4ccc(Cl)cc4)CC3)CCC2=O)c1 (stereo not given)
  2	i	-2	0	i	i	i	-9	i	i	i
O=C(COc1ccc(Cl)cc1Cl)N(c1ccccn1)C1CCCCC1
  -1	i	0	-1	i	i	i	-13	i	i	i
CC1CCc2c(sc(NC(=O)c3ccccc3C(=O)O)c2C#N)C1 (stereo not given)
  4	i	-7	0	i	i	i	-5	i	i	i
CCC(CC)c1nnc(NC(=O)CS(=O)(=O)Cc2ccccc2)s1
  5	i	0	-7	i	i	i	0	i	/	i
CC(C)CC(NC(N)=O)C(=O)NCc1ccc(Cl)cc1 (stereo not given)
  4	i	-2	3	i	i	i	-3	i	i	i
CCC(Sc1ncnc2c1nnn2-c1ccc(F)cc1)C(=O)OC (stereo not given)
  0	i	-1	8	i	i	i	-5	i	i	i
COc1ccc(NS(=O)(=O)c2cccc(NC(=O)CCS(=O)(=O)c3ccccc3)c2)cc1
  -1	i	1	0	i	i	i	-15	i	i	i
COc1ccc(/C=N/NC(=O)c2[nH]nc3c2CCc2ccccc2-3)cc1OC
  0	i	-3	17	i	i	i	-13	i	i	i
Cc1cc(OC(C)C(=O)NCC2CCC(C(=O)O)CC2)c2c(C)cc(=O)oc2c1 (stereo not given)
  3	i	-3	6	i	i	i	-7	i	i	i
CC(C)[C@H](NC(=O)C1CCN(S(=O)(=O)c2ccccc2)CC1)C(=O)NCc1ccco1
  1	i	-1	-3	i	i	i	-6	i	i	i
O=C(Nc1ccccc1)N1CCNCC1
  0	i	-3	5	i	i	i	-10	i	i	i
Cc1cc(NC(=O)c2cc(-c3ccc(O)cc3)on2)no1
  -5	i	2	-1	i	i	i	-8	i	i	i
CCN(CC(=O)Nc1c(F)cccc1F)C(=O)c1ccc2ncsc2c1
  1	i	0	13	i	i	i	-10	i	i	i

# As a working copy, ten of the compounds above.
# Order of results: GSK3B inh	KCNK3 inh	GSK3A inh	DYRK1A inh	RGS4 act	KCNK9 block	RGS4 inh	hERG rescue	KCNQ1 block	PolyA inh	KCNQ1 act
Cc1nc(Cc2nnc(SCC(=O)N(C)c3ccccc3)o2)cs1
  -1	i	-2	-3	i	i	i	-10	i	i	i
Cc1cc(OC(C)C)c2c(-c3ccccc3)cc(=O)oc2c1
  2	i	-1	22	i	i	i	-3	i	i	i
COc1ccc(CCNC2=NCCS2)cc1OC
  1	i	-3	-4	i	i	i	-6	i	i	i
COc1cccc(CN2CC(C(=O)N3CCN(c4ccc(Cl)cc4)CC3)CCC2=O)c1 (stereo not given)
  2	i	-2	0	i	i	i	-9	i	i	i
O=C(COc1ccc(Cl)cc1Cl)N(c1ccccn1)C1CCCCC1
  -1	i	0	-1	i	i	i	-13	i	i	i
CC1CCc2c(sc(NC(=O)c3ccccc3C(=O)O)c2C#N)C1 (stereo not given)
  4	i	-7	0	i	i	i	-5	i	i	i
CCC(CC)c1nnc(NC(=O)CS(=O)(=O)Cc2ccccc2)s1
  5	i	0	-7	i	i	i	0	i	/	i
CC(C)CC(NC(N)=O)C(=O)NCc1ccc(Cl)cc1 (stereo not given)
  4	i	-2	3	i	i	i	-3	i	i	i
CCC(Sc1ncnc2c1nnn2-c1ccc(F)cc1)C(=O)OC (stereo not given)
  0	i	-1	8	i	i	i	-5	i	i	i
COc1ccc(NS(=O)(=O)c2cccc(NC(=O)CCS(=O)(=O)c3ccccc3)c2)cc1
  -1	i	1	0	i	i	i	-15	i	i	i

# The results go on.
# Order of results: GSK3B inh	KCNK3 inh	GSK3A inh	DYRK1A inh	RGS4 act	KCNK9 block	RGS4 inh	hERG rescue	KCNQ1 block	PolyA inh	KCNQ1 act
C/C(=N\NC(=O)c1cccc([N+](=O)[O-])c1)c1ccncc1
  0	i	0	4	i	i	i	1	i	i	i
CCOc1ccc(NC(=O)CC2C(=O)N(c3ccc(OC)cc3)C(=S)N2Cc2ccccn2)cc1 (stereo not given)
  2	i	-2	0	i	i	i	-14	i	i	i
COc1ccc([N+](=O)[O-])cc1NC(=O)C(C)OC(=O)CSC(C)C(=O)Nc1cc(C)on1 (stereo not given)
  -2	i	-2	-1	i	i	i	-14	i	i	i
Cc1cccc(-n2cnc(C(=O)N/N=C/c3ccccc3)c2)n1
  -2	i	4	9	i	i	i	-4	i	i	i
C=CCNC(=O)CN(Cc1ccccc1)S(=O)(=O)c1ccc(C)cc1
  1	i	-4	/	i	i	i	-12	i	i	i
CCOc1cc(NC(=S)NCCCN2CCOCC2)c(OCC)cc1NC(=O)c1cccc(F)c1
  -3	i	-1	-12	i	i	i	-6	i	/	i
Cc1ccc(S(=O)(=O)N2CCOCC2)cc1C(=O)N(C)CCOc1ccc(Cl)cc1
  8	i	-1	6	i	i	i	-10	i	i	i
c1ccc(-c2nnc(N3CCOCC3)nc2-c2ccccc2)cc1
  2	i	-3	0	i	i	i	-10	i	i	i
OCc1cc(CO)c(O)c(CCc2ccccc2)n1
  -2	i	2	-6	i	i	i	-7	i	i	i
O=[N+]([O-])CC(c1ccccc1)P(=O)(c1ccccc1)c1ccccc1 (stereo not given)
  -1	i	-3	-4	i	i	i	-8	i	i	i
O=C(COC(=O)c1ccc(Cl)c([N+](=O)[O-])c1)NC1CCCC1
  -2	i	1	-3	i	i	i	-9	i	i	i
COCCn1c(C)cc(C(=O)COC(=O)CCN2C(=O)c3ccccc3C2=O)c1C
  3	i	3	-2	i	i	i	-12	i	i	i
CCOC(=O)c1cccc(NC(=O)CCn2nc(C)c(S(=O)(=O)N3CCCCC3)c2C)c1
  2	i	-3	-7	i	i	i	-12	i	i	i
CCN(CC)c1nc(C#N)nc(N(CC)CC)n1
  -1	i	/	-3	i	i	i	-8	i	i	i
Cc1ccc(CN2CC(C(=O)N3CCN(S(=O)(=O)c4cc(C)ccc4C)CC3)CC2=O)cc1 (stereo not given)
  1	i	-2	-6	i	i	i	-13	i	i	i
Cc1ncc(CO)c2c1Oc1nc(-c3ccccc3)nc(SCC(=O)N(C)c3ccccc3)c1C2
  0	/	/	/	-8.1*	i	i	-10	i	i	i
O=S(=O)(c1ccc(NC(=S)N/N=C/c2c3ccccc3cc3ccccc23)cc1)N1CCOCC1
  -2	i	-2	2	i	i	i	-14	i	/	i
COc1ccc(CCNC(=O)C2c3ccccc3C(=O)N2CCC(C)C)cc1OC (stereo not given)
  -1	i	4	7	i	i	i	-5	i	i	i
O=C1CCCc2c1cc(C(=O)Nc1ccc(Cl)cn1)c(=O)n2-c1ccccc1
  -1	i	-1	-2	i	i	i	-19	i	i	i
COCCCN1C(=O)C(=O)/C(=C(/O)c2ccc(S(=O)(=O)N3CCOCC3)cc2)C1c1ccc(C)cc1 (stereo not given)
  2	i	-2	-6	i	i	i	-1	i	i	i
O=S(=O)(/C=C/c1ccccc1)Nc1cccc(S(=O)(=O)NC2=NCCC2)c1
  6	i	4	-5	i	i	i	-10	i	i	i
Cc1cc(OCC(=O)N2CCN(c3cccc(Cl)c3)CC2)c2c(C)c(C)c(=O)oc2c1
  -2	i	0	2	i	i	i	-11	i	i	i
CCCCn1nc2cc(C(=O)N(CC)c3ccc(OC)cc3)ccc2c1OCC
  3	i	-2	-2	i	i	i	-12	i	i	i
CCOC(=O)c1c(NC(=O)COC)sc(C(C)=O)c1C
  1	i	-2	3	i	i	i	-11	i	i	i
O=C(CSc1ncccc1C(=O)O)Nc1ccc2c(c1)OCCO2
  1	i	-2	1	i	i	i	-5	i	i	i
Brc1ccc(-c2nnc(-c3ccc4c(c3)OCO4)o2)o1
  -1	i	1	7	i	i	i	-7	i	i	i
CCCCCC(=O)N[C@@H](c1ccccc1)[C@@H](O)C(=O)O[C@H]1C[C@@]2(O)[C@@H](OC(=O)c3ccccc3)C3[C@](C)(C(=O)[C@H](OC(C)=O)C(=C1C)C2(C)C)[C@@H](O)C[C@H]1OC[C@@]31OC(C)=O (stereo not given in full)
  7	i	-1	0	i	i	i	-14	i	i	i
Cc1cccc(CC(=O)NCCN2CCCCC2)c1
  4	i	1	-3	i	i	i	-9	i	i	i
O=C1c2ccccc2C(=O)N1Nc1ccc([N+](=O)[O-])cc1[N+](=O)[O-]
  -3	i	7	-3	i	i	i	-2	i	i	i
Cc1ccc(NC(=S)N2CCOCC2)cc1
  0	i	-4	-7	i	i	i	-13	i	/	i
CC(C)C(=O)Nc1cccc(C(=O)Nc2ccccc2C(=O)O)c1
  2	i	2	-3	i	i	i	-6	i	i	i
CCOC(=O)c1sc2nc3n(c(=O)c2c1C)CCCCC3
  -2	i	5	-5	i	i	i	-9	i	i	i

# This is a subset (hit frequency here may not be typical).
